# CF NFkB block: inhibitors of PAF-induced NF-kB signaling, primary screen, cell-based, GFP fluorescence, uHTS; KKLEB NF-kB-GFP reporter, GFP fluorescence overnight; inhibition, % at 5 µM; hit rate 0.86% among 360,000; AID 588850, 2011;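 active = at least 50% inhibition at 5 µM, scaled per plate between neutral and stimulator controls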;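 also: PAF is a Pseudomonas aeruginosa culture filtrate used as stimulus; plate controls were PAF-stimulated DMSO wells for no effect and unstimulated DMSO wells for full effect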
# Shn3 inh set2: reduction of Shn3 3'UTR firefly luciferase signal, primary screen, Schnurri-3 inhibitor project, cell-based, Clone20 osteoblasts, set 2; Clone20 osteoblast Shn3 3'UTR firefly luciferase, 24 h; hit rate 0.52% among 360,000; AID 588674, 2011; inhibition, % at 12.5 µM;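 active = mean inhibition of at least 75% with every replicate also reaching 75%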;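 also: 0% = median of neutral control wells and 100% = pilot-screen positive control compound; some compounds past the cut are filed as inactive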
# Peg3 promoter: Peg3 promoter-driven luciferase inhibitors, primary screen, cell-based, HeLa, luciferase luminescence; HeLa PEG-Prom luciferase reporter, overnight; inhibition, % at 20 µM; hit rate 1.7% among 360,000;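 active = inhibition of at least 50% at 20 µM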
# NR2E3 ag-1: NR2E3 agonists in two-hybrid cells, primary screen, cell-based, luminescence, CHO-S, Gal4-NCOR/VP16-NR2E3 | Photoreceptor-specific nuclear receptor (Homo sapiens), Q9Y5X4 | luciferase | inhibition of corepressor binding, % at 3.98 µM | hit rate 0.35% among 360,000 | AID 602229, 2012;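 active = inhibition above the mean of all tested compounds plus 3 SD, cut at about 70% in these data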;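 also: 0% = DMSO with NR2E3 transfected cells and 100% = cells lacking NR2E3 construct; higher means lower luciferase signal from less NR2E3 corepressor binding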
# Target sequence (Q9Y5X4 whole entry, looked up, the tested form may be a part): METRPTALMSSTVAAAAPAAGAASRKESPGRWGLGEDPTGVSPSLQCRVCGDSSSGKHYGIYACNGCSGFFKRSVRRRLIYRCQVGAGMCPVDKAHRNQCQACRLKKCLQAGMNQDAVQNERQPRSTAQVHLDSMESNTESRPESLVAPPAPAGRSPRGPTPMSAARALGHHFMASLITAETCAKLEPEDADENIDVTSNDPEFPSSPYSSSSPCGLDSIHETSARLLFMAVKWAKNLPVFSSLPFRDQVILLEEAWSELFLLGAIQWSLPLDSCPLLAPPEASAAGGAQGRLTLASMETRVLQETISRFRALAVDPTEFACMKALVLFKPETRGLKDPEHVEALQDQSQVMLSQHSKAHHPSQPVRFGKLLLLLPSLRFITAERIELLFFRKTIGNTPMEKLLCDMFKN
# hiPSC survival: enhancers of single-cell hiPSC survival, primary screen, ATPlite luminescence; survival enhancement, % at 20 µM; hit rate 0.044% among 360,000; AID 602274, 2012; 100% = ROCK inhibitor wells, 0% = DMSO; in the data active = survival enhancement above about 18%;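 also: cells exposed to compounds for 16 hours before the ATP read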
# NR2E3 ag-2: inhibitors of NR2E3-RetCOR corepressor binding, primary screen, NR2E3 agonist project, biochemical, TR-FRET, GST-NR2E3, biotin-RetCOR; 1536-well; inhibition of corepressor binding, % at 4.78 µM; hit rate 0.12% among 320,000; AID 2300, 2010;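 active = percent inhibition above the cutoff of mean plus 3 SD of all tested compounds, set per screening campaign, cut at about 20% in these data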;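 also: 0% = DMSO wells and 100% = biotin wells as full block of FRET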
#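 Test system: GST-NR2E3 and biotin-RetCOR proteins | Quantity: 1.35 nM GST-tagged NR2E3 final | Medium: Tris pH 7.5 | Also added: 7 nM biotin-RetCOR | Dosing: Compound at 4.8 µM, single dose | Timing: 5 h at 4 °C | Detection: Time-resolved FRET | Read-out basis: Percent inhibition | Benchmarks: Biotin wells as high control, 0.6% DMSO wells as low control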
# MITF TRPM1 inh: inhibitors of MITF-dependent TRPM1 promoter reporter, primary screen, cell-based, SK-MEL-5, single point, luciferase; hit rate 0.83% among 330,000; SK-MEL-5 TRPM1 promoter luciferase, 24 h; inhibition, % at 12.5 µM; AID 488899, 2010;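 active = mean inhibition across replicates of 60% or more, whatever share of single replicates reaches that level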; also: values of inactives mirror those of a sister screen read the other way
# KKLEB cytotox: cytotoxicity in KKLEB CF airway cells, primary screen, cytotoxicity control for CF NF-kB inhibitor project, cell-based, uHTS, fluorescence assay plates | KKLEB CF airway cells viability, ATPlite luminescence, overnight; hits give low values; cells stimulated with P. aeruginosa culture filtrate | activity change (cytotoxicity), % at 5 µM | hit rate 0.36% among 360,000;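 active = corrected activity change at or below -50% at 5 µM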
# LMP1 NFkB inh: EBV LMP1-driven NF-kappaB luciferase reporter inhibitors, primary screen, cell-based, luminescence, single point. LMP1-induced NF-kappaB luciferase reporter cells. inhibition, % at 12.5 µM. hit rate 0.69% among 350,000. AID 504558, 2011; in the data active = inhibition above about 41%;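 also: 0% = neutral control wells and 100% = reference inhibitor control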
# HIF-2a inh: HIF-2a reporter inhibitors, primary screen, luminescence, 786-0 RCC cells. 786-0 RCC cells HIF-2a reporter, luciferase luminescence, overnight. inhibition, % at 18.8 µM. hit rate 0.72% among 360,000;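 active = inhibition of the luminescence signal of 40% or more relative to plate controls, in a single-dose primary screen at 18.75 µM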
# C8 TRAIL sens: viability loss with TRAIL in NB7+C8 cells, primary screen, TRAIL sensitizer project, cell-based, ATPlite luminescence. inhibition (viability loss, TRAIL sensitization), % at 10 µM. AID 624354, 2012. hit rate 1% among 360,000;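 active = compounds causing at least 50% loss of cell viability in the single-dose screen, relative to plate controls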
# * hit, by the source's call; nt = no result given. Some of the compounds tested; count on the stated rates, not on these rows.
SMILES,CF NFkB block,Shn3 inh set2,Peg3 promoter,NR2E3 ag-1,hiPSC survival,NR2E3 ag-2,MITF TRPM1 inh,KKLEB cytotox,LMP1 NFkB inh,HIF-2a inh,C8 TRAIL sens
CCn1c(SCC(=O)OC(C)C)nnc1-c1cccc(Cl)c1,-14,13,-7,-21,-0.6,1,-2,14,3,0,-3
COc1ccc(NC(=O)CC2SC(=NCC3CCCO3)NC2=O)c([N+](=O)[O-])c1 (configuration not stated),-21,20,2,-4,0.8,3,-4,-12,9,-2,2
CC(=O)NCCNc1nc(NCC2CC2)nc2cc(-c3ccccc3)sc12,-21,8,23,10,-2.5,nt,nt,-4,nt,-18,8
N#Cc1ccc(OCC(=O)NCCc2ccccn2)cc1,-17,-1,5,11,1.7,2,19,-11,-6,3,2
O=C(C1CCCN(Cc2ccccc2)C1)N1CCCCC1 (configuration not stated),-4,-24,25,-40,-0.4,-1,7,1,-5,6,-3
CC(C)c1ccc(C2N3CC4([N+](=O)[O-])CN2CC([N+](=O)[O-])(C3)C4(C)C)cc1 (configuration not stated),5,2,16,-7,2.1,4,2,-1,-1,26,5
COc1ccc(C2(CNC(=O)CCC(=O)O)CCCC2)cc1OC,2,-15,24,-10,-0.9,3,-1,3,-1,13,-4
O=Cc1ccccc1-c1cn(CCCOCc2ccccc2)nn1,-10,-4,7,-10,-1.8,-1,0,-16,-18,-5,18
CC(C)(C)c1cccc(Oc2nn[nH]n2)c1,-5,31,15,16,1.2,-4,6,-9,-2,-19,4
O=C(Nc1ccc2ccccc2c1)/C(=C/c1cccc(Br)c1)NC(=O)c1ccco1,16,-21,16,-10,0.9,7,-3,-25,14,25,3
Cc1cc(=O)n2nc(N3CCCC(C(=O)NCCc4ccc(Cl)cc4)C3)sc2n1 (configuration not stated),11,9,19,9,-0.5,2,-11,3,2,10,4
Cc1ccc(S(=O)(=O)N2CC3(C)CN(S(=O)(=O)c4ccc(C)cc4)CC(C)(C2)C3=O)cc1,0,14,6,0,7.8,3,16,3,-5,17,-5
Cc1cc(C)cc(OCC(=O)Nc2ccc3c(c2)C(=O)c2ccccc2C3=O)c1,-7,-15,-40,-36,0.6,-1,-17,14,0,-71,4
COc1cc(C(=O)OCC(=O)NC2CCCCC2)cc2c1OCCO2,-6,-18,1,-8,10,3,-11,6,2,2,-9
CC1(C)CC2CC(C)(CN2CC(O)COc2ccccc2)C1 (configuration not stated),-12,-6,-10,11,1.6,-6,2,-12,2,6,-2
COc1cccc(Oc2ccc(C(F)(F)F)cc2NC(=O)C2=COCCO2)c1,5,13,25,-19,-0.3,2,4,-19,4,6,11
COc1cc(/C=N/Nc2nc3ccccc3[nH]2)ccc1O,-22,-50,-167,-31,-3.6,-9,-63,3,8,-145,7
C[C@@H]1C2CC(C/C2=N\NC(=O)c2ccncc2)C1(C)C (some centres not stated),-9,7,12,-21,0.4,1,0,5,72*,13,0
Oc1ccc(Nc2nc(-c3ccccc3O)nc3ccccc23)cc1,-16,7,44,-13,-0.8,nt,5,-14,5,-5,15
O=C(C1c2ccccc2Oc2ccccc21)N1CCN(c2ccc(Cl)cc2)CC1,6,14,46,-18,0.9,-1,14,-1,-12,15,22

# Continued, overlapping the part above by 2 compounds.
SMILES,CF NFkB block,Shn3 inh set2,Peg3 promoter,NR2E3 ag-1,hiPSC survival,NR2E3 ag-2,MITF TRPM1 inh,KKLEB cytotox,LMP1 NFkB inh,HIF-2a inh,C8 TRAIL sens
Oc1ccc(Nc2nc(-c3ccccc3O)nc3ccccc23)cc1,-16,7,44,-13,-0.8,nt,5,-14,5,-5,15
O=C(C1c2ccccc2Oc2ccccc21)N1CCN(c2ccc(Cl)cc2)CC1,6,14,46,-18,0.9,-1,14,-1,-12,15,22
CCCCOC(=O)COc1ccc(Cl)cc1Cl,12,-7,-5,0,-0.1,0,-5,3,5,0,-7
CC(NC(=O)NNC(N)=S)(C(F)(F)F)C(F)(F)F,-11,10,1,5,-0.6,-6,-4,-15,6,16,9
CCOc1ccc(OCC(=O)NCCS(=O)(=O)N2CCN(c3ccc(F)cc3)CC2)cc1,-17,6,11,2,-0.4,-2,11,13,5,16,18
C[C@H](CO)N1C[C@H](C)[C@H](CN(C)S(=O)(=O)c2cccs2)Oc2ccc(NC(=O)Nc3ccc4c(c3)OCO4)cc2CC1=O,14,2,25,1,-0.6,nt,19,0,1,12,10
O=C(NCCN1CCOCC1)c1cc(-c2ccccc2Cl)on1,-5,-10,-50,-12,0.0,2,-16,-1,1,-75,8
NC(=O)CSc1nnc(COc2ccccc2)n1CCc1ccccc1,16,29,7,-1,1.8,1,13,-4,0,14,4
COc1ccc(NC(=O)CN(C)C(=O)c2ccc3c(c2)S(=O)(=O)N=C2CCCCCN23)cc1,-4,3,2,-11,0.8,-3,-1,2,-4,8,2
CCNC(=S)N(CCc1c(C)[nH]c2ccccc12)Cc1cc(OC)c(OC)c(OC)c1,19,44,6,-13,1.4,3,nt,-9,3,19,-2
CC(Sc1ccc2c(c1)OCCO2)C(=O)Nc1ccc(N2CCOCC2)cc1 (configuration not stated),-6,-14,-18,-6,0.9,3,-34,-10,-10,-28,-4
ON(CCc1ccccn1)Cc1ccccc1,-2,-9,-3,-23,-0.8,nt,-11,6,5,-13,-14
NC(=O)C1CCCN(C(=O)c2[nH]c(C(F)(F)F)nc2-c2ccccc2)C1 (configuration not stated),-6,0,16,-3,-1.0,nt,nt,-2,nt,7,9
CN(C)c1ccc(/C=C2\SC(=O)N(CCc3nnc(N)s3)C2=O)cc1,-20,69,72*,-62,-0.6,-1,83*,-45,73*,58*,81*
O=C(NC(=S)NCCN1CCOCC1)c1ccc(F)cc1,11,-2,-14,-5,3.5,-4,-18,5,5,-15,-11
Cc1ccc2cccc(OC(=O)c3c(F)cccc3Cl)c2n1,-13,-10,4,-2,0.8,nt,nt,-1,nt,-8,-6
CC(C)(C)c1cc(C(=O)N/N=C/c2ccco2)n[nH]1,-15,-29,-152,-30,0.4,-1,-54,4,-12,-156,12
NNC(=O)c1nc(-c2ccccc2)n2c1CCCCC2,-8,47,9,-23,3.6,5,2,0,4,-19,-27
CC1(C)CC(=O)C2=C(C1)N(CC1CCCO1)C(=O)C2(O)C(F)(F)F (configuration not stated),4,10,20,-2,1.5,-3,-5,-14,-6,18,10
COc1ccc(OCC(=O)N2CCN(c3cccc(C(F)(F)F)c3)CC2)cc1,-6,13,4,15,-0.6,2,-1,0,-17,15,-29
Cc1ccccc1NC(=O)Cn1nnc(S(=O)(=O)c2ccc(C(C)(C)C)cc2)c1N,-13,-19,15,-41,-0.2,0,8,8,-41,-5,14
Cc1ccc(-c2cc(C(F)F)n3ncc(C(=O)Nc4ccc(S(=O)(=O)Nc5ccccc5C)cc4)c3n2)cc1,11,6,18,10,-2.3,4,4,-16,-16,15,0
COc1ccc2c(COC(=O)c3ccc(C)c(S(=O)(=O)N4CCOCC4)c3)cc(=O)oc2c1,9,5,-27,-10,0.4,nt,-17,-7,-1,-24,8
COc1ccc(S(=O)(=O)NC(CC(=O)NCCc2ccc(OC)c(OC)c2)C(C)C)cc1 (configuration not stated),4,-19,17,-9,-0.4,3,2,0,-8,15,16
COCCNC(=O)C(=O)Nc1ccc2c(c1)N(S(=O)(=O)c1cccs1)CCC2,4,18,10,-28,0.9,-2,25,-16,-12,5,17
Cc1cc(C)n(-c2ccc(C(=O)N3CCC(CO)(Cc4ccccc4)CC3)cc2)n1,-2,2,0,-16,-2.9,0,-8,-3,4,-35,2
CCOC(=O)N1CCN(c2c(NCc3ccc(N(C)C)cc3)c(=O)c2=O)CC1,-50,5,15,8,1.3,1,21,12,1,8,-11
O=C(NNC(=O)c1ccccc1-n1cccc1)c1ccc(Cl)c(Cl)c1,1,13,2,-1,3.0,0,9,7,-14,7,6
Cc1ccc(S(=O)(=O)N2c3ccccc3NC(=O)CC2C)cc1 (configuration not stated),-12,-5,13,8,2.7,-3,14,2,0,22,-23
CC(C)=CC(=O)N1CCC(Oc2cccc(C(=O)NCc3ccccn3)c2)CC1,-28,4,-3,12,-0.7,nt,nt,4,-3,6,-12

# An excerpt from above in order of the NR2E3 ag-1 value, descending.
smiles | CF NFkB block | Shn3 inh set2 | Peg3 promoter | NR2E3 ag-1 | NR2E3 ag-2 | MITF TRPM1 inh | LMP1 NFkB inh | HIF-2a inh
CC(C)=CC(=O)N1CCC(Oc2cccc(C(=O)NCc3ccccn3)c2)CC1 | -28 | 4 | -3 | 12 | nt | nt | -3 | 6
CCOC(=O)N1CCN(c2c(NCc3ccc(N(C)C)cc3)c(=O)c2=O)CC1 | -50 | 5 | 15 | 8 | 1 | 21 | 1 | 8
O=C(NNC(=O)c1ccccc1-n1cccc1)c1ccc(Cl)c(Cl)c1 | 1 | 13 | 2 | -1 | 0 | 9 | -14 | 7
COCCNC(=O)C(=O)Nc1ccc2c(c1)N(S(=O)(=O)c1cccs1)CCC2 | 4 | 18 | 10 | -28 | -2 | 25 | -12 | 5

# Limited to C8 TRAIL sens, Shn3 inh set2 and NR2E3 ag-2, for some of the entries so far:
smiles | C8 TRAIL sens | Shn3 inh set2 | NR2E3 ag-2
CCOC(=O)N1CCN(c2c(NCc3ccc(N(C)C)cc3)c(=O)c2=O)CC1 | -11 | 5 | 1
O=C(NNC(=O)c1ccccc1-n1cccc1)c1ccc(Cl)c(Cl)c1 | 6 | 13 | 0
